Screening results deposited in PubChem BioAssay by Broad Institute.
Casp6 inh – human caspase-6 inhibitors, primary screen, biochemical, VEID-R110 fluorescence, single point, set 2 | P55212 | purified caspase-6, Z-VEID-R110 cleavage fluorescence | inhibition, % at 12.5 µM | hit rate 0.53% among 350,000 | AID 686996, 2013;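 active = mean inhibition across replicates at least about 35%, with every replicate also reaching that limit, limit read from the data; inconclusive = only one of the two criteria met; inactive = neither criterion met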;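 also: 0% = median of neutral control wells and 100% = no fluorescence left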
Target sequence (P55212 24-179 limits assumed): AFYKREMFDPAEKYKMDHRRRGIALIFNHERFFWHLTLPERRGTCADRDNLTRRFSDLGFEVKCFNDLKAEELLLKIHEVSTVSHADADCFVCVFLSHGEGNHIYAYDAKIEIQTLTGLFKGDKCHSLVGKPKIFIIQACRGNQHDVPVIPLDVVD
Target sequence (P55212 194-293 limits assumed): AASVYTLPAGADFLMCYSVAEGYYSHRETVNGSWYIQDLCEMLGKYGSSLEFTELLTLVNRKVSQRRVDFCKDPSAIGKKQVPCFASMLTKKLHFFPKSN
miR-122 sensor – miR-122 Renilla sensor signal increase in Huh7, primary screen, miR-122 inhibitor project, cell-based, single point, plate reader | Huh7 miR-122 Renilla luciferase sensor, 48 h; neutral wells = 0, positive control = 100 | activation (reporter increase), % at 12.5 µM | hit rate 0.3% among 340,000 | AID 602342, 2012;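 active = mean replicate activation score at least 90 and every replicate individually at or above 90; inconclusive = only one of the two criteria met; inactive = neither criterion met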;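 also: higher luciferase means less miR-122 activity so hits act as miR-122 inhibitors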
SIRT5 inh – SIRT5 desuccinylase inhibitors, primary screen, biochemical, fluorescence imaging, single point, set 5; Purified SirT5, succinyl-peptide AMC, trypsin-coupled fluorescence; NAD-dependent protein deacylase sirtuin-5, mitochondrial (Homo sapiens), Q9NXA8; inhibition, % at 15 µM; hit rate 1.1% among 330,000; in the data active = inhibition above about 15%; inconclusive = no clear call, values can overlap the other calls
Target sequence (Q9NXA8 whole entry, looked up): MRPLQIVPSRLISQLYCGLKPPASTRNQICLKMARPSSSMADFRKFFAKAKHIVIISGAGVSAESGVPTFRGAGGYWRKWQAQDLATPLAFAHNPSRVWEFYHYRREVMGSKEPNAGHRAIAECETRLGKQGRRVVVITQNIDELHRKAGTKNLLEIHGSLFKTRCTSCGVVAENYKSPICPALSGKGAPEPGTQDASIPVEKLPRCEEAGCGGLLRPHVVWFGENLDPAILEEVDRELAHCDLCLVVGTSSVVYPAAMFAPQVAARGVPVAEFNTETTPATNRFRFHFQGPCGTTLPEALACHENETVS
ERAP1 inh – human ERAP1 aminopeptidase inhibitors, primary screen, biochemical, single point, plate reader | hit rate 0.15% among 340,000 | inhibition, % at 10.7 µM | recombinant ERAP1, Leu-AMC fluorescence, 60 min | Endoplasmic reticulum aminopeptidase 1 (Homo sapiens), Q9NZ08 | AID 652197, 2013;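 active = mean replicate inhibition of at least 30%, or all replicates individually reaching that 30% level; inactive = mean below 30% and not every replicate reaching it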;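 also: 0% = neutral control wells and 100% = L-leucinethiol positive control wells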
DENV2 CPE – inhibitors of DENV2 cytopathic effect, primary screen, cell-based, plate reader, single concentration. CPE inhibition, % at 9.99 µM. AID 651640, 2012. DENV2-infected cells, cytopathic effect rescue. hit rate 1.7% among 350,000; in the data active = CPE inhibition above about 20%, passing the limit was not always enough; inconclusive = no clear call, values can overlap the other calls; tested in BHK-21 cells;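 also: 0% = median of neutral control wells and 100% = median of positive control wells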
ERp5 inh – inhibitors of ERp5-driven insulin aggregation, primary screen, biochemical, turbidity, absorbance 650 nm, single point; Protein disulfide-isomerase A6 (Homo sapiens), Q15084; 90 min; inhibition, % at 9.99 µM; hit rate 0.05% among 350,000;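 active = mean replicate inhibition above about 25%, with every replicate also reaching it, limit read from the data, passing the limit was not always enough; inconclusive = only one of those two criteria met; inactive = neither criterion met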
Target sequence (Q15084 whole entry, looked up): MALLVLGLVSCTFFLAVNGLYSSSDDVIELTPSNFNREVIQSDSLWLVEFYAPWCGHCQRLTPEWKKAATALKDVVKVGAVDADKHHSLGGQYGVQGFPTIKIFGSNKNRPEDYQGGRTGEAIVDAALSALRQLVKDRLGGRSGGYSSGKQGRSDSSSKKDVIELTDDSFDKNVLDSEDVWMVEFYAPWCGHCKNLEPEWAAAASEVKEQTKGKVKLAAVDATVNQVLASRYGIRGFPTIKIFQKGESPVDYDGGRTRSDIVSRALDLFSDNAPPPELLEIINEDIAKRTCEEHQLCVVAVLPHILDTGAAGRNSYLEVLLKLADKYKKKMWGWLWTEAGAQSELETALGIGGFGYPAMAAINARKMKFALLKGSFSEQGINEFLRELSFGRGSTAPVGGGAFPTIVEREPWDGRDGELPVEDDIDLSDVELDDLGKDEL
F508del corr – F508del CFTR correction, initial screen, CFBE line, single point; AID 720511, 2013; activity (quench increase), % at 7.58 µM; hit rate 0.36% among 350,000; CFBE cells, YFP halide quenching; stimulated with forskolin plus potentiator P3; % fluorescence drop versus neutral controls;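 active = mean added fluorescence quench of at least 8% versus neutral control, with both replicates also reaching 8%; inconclusive = only one of the mean or replicate conditions met; inactive = mean below 8% and not both replicates reaching 8%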;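 also: cells transiently co-express mutant CFTR-F508del with the halide-sensitive YFP; corrector assay measuring rescue of mutant channel to the surface after 24 h compound exposure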
Active calls of the source: *; ? = inconclusive; · = not tested or not shown; & = joins results of further samples; [ ] = another dose, or the depositor's remark.

No.	SMILES	miR-122 sensor	ERAP1 inh	ERp5 inh	SIRT5 inh	Casp6 inh	F508del corr	DENV2 CPE
1	O=S(=O)(Cc1ccccc1)N1CCCCN2[C@H](CO)[C@@H](c3ccc(-c4ccccc4)cc3)[C@@H]2C1	19[16.7 µM]	1	2	-1	-1	0.0	6
2	CC(C)CC(=O)Nc1nc2ccc(S(=O)(=O)N3CCOCC3)cc2s1	·	5	-1	-3	3	·	·
3	CO[C@H]1CN(C)C(=O)c2ccc(NS(C)(=O)=O)cc2OC[C@@H](C)N(C(=O)NC(C)C)C[C@@H]1C	14[16.7 µM]	1	2	-7	1	-0.7	-2
4	O=C(CSc1nc2ccccc2[nH]1)N1c2ccccc2Sc2ccccc21	·	3	-2	-1	2	-1.7	-7
5	Cn1c2ccccc2c(=O)c2c(=O)n(-c3ccccc3)c(-c3ccc(C(C)(C)C)cc3)nc21	·	-5	4	-2	0	-8.4	1
6	CN(C)C(=O)[C@@H]1C[C@H]1[C@@H](NC(=O)OCc1ccccc1)c1ccccc1	4	0	1	-4	3	0.5	5
7	C[C@@H]1CCCCO[C@@H](CN(C)C(=O)Nc2ccc(F)cc2)[C@H](C)CN([C@H](C)CO)C(=O)c2cc(NC(=O)Nc3ccc(F)cc3)ccc2O1	-12[16.7 µM]	2	0	3	1	1.7	65*
8	COc1cc(NC(=O)CCc2nnc3ccc(N4CCCCC4)nn23)cc(OC)c1OC	3	0	-1	6	-1	-2.2	-4
9	Cc1ccc(S(=O)(=O)NC(=O)c2cccc(N(C)C)c2)cc1	10	1	-6	-1	4	1.3	13
10	O=C(c1ccc2c(c1)OCO2)N1C[C@@H]2N[C@H](C1)C2c1ccc(-c2cccnc2)cc1 (some centres not stated)	·	3&6	1&3	-2&-1	0&0	-1.0&-2.4	?
11	CC1CC(C)CN(C(=O)Nc2ccc(Br)cc2)C1 (configuration not stated)	·	3	3	-2	1	-0.8	-5
12	Cc1c(N(C)S(=O)(=O)c2cc(C(=O)N3CCCC3)ccc2Cl)c(=O)n(-c2ccccc2)n1C	-4	-1	1	-1	-112	-1.4	3
13	C[C@@H]1CN([C@H](C)CO)C(=O)Cc2cc(NC(=O)NC3CCCCC3)ccc2O[C@@H]1CN(C)S(=O)(=O)c1ccccc1	-4[16.7 µM]	-2	-4	0	1	-2.7	·
14	CC(C)C(=O)Nc1c(-c2ccccc2F)c(=O)c2ccccc2n1C	-1	0	-4	-2	-3	-0.5	-1
15	Cc1ccc(CN2CCNC(=O)C2CC(=O)NCc2csc(C(C)C)n2)cc1 (configuration not stated)	-2	4	-11	-2	-2	-0.5	-8
16	Cc1cc(NC(=O)C2CC(=O)N(c3ccc(F)cc3)C2)no1 (configuration not stated)	·	-2	1	-1	0	-0.5	-1
17	Cc1ccc(C)c(-c2cc(C(=O)Nc3cccnc3)c3ccccc3n2)c1	·	1	4	-1	-2	2.7	-5
18	O=C(NCC[C@H]1CC[C@H](NC(=O)C2CCCCC2)[C@@H](CO)O1)c1cnccn1	·	-1	3	-1	-1	-2.7	-11
19	COc1ccccc1Oc1cn[nH]c1-c1ccc(OCC(=O)NN)cc1O	4	1	3	-2	4	-1.6	?
20	O=C(O)C1C2C=CC(C2)C1C(=O)NCc1ccc(Cl)c(Cl)c1 (configuration not stated)	·	-3	-4	-2	-4	-2.0	-6
21	C[C@@H]1CN([C@@H](C)CO)C(=O)c2cc(-c3cccc(F)c3)cnc2O[C@H]1CN(C)Cc1ccccc1	7[16.7 µM]	-5	6	2	2	3.1	8
22	CCN(c1ccccc1)S(=O)(=O)c1ccc(Cl)c(NC(=O)CN2CCCCCC2)c1	0	-2	-2	-1	-1	0.3	-4
23	O=S(=O)(N[C@H]1CC[C@@H](CCn2cc(-c3ccccc3F)nn2)O[C@@H]1CO)c1ccc(Cl)cc1	·	0	1	0	3	-2.3	-10
24	COc1cc(NC(=O)CCCn2c(=O)oc3ccccc32)cc(OC)c1	·	-3	9	-7	1	0.1	-5
25	Cc1cc(C)n(-c2nc3ccccc3c(=O)n2OCC(C)C)n1	-3	-2	2	1	-1	-2.5	-4
26	CC(C)c1ccc(/C=N/NC(=O)CC(=O)NCc2ccccc2)cc1	·	0	-6	3	-4	-1.7	3
27	C[C@@H]1CN([C@@H](C)CO)C(=O)Cc2cc(NS(=O)(=O)c3cccs3)ccc2O[C@@H]1CN(C)C(=O)Nc1ccc(F)cc1	6[16.7 µM]	-1	-8	0	2	-0.8	10
28	O=C(C[C@@H]1CC[C@@H]2NC[C@@H](O)COC[C@H]2O1)NCc1ccc(Oc2ccccc2)cc1	1[16.7 µM]	1	-6	-1	0	1.6	-1
29	CN1C(=O)c2cc(NC(=O)Nc3cccc(Cl)c3)ccc2OC[C@@H]2O[C@@H](CC(=O)NCCc3ccncc3)CC[C@@H]21	2[16.7 µM]	-1	2	5	-1	0.9	-10
30	CCOC(=O)C1CCN(Cc2ccc(C(=O)OC)cc2)CC1	2	-1	0	-3	1	-1.5	5
31	CCC(C)(C)NC(=O)Cn1c(-c2ccccc2)cc(C(C)=O)c1C	·	-13	2	-4	-1	1.2	·
32	Fc1ccc(CNc2ccccn2)cc1	-1	7	8	1	-2	-2.1	6
33	C[C@@H]1CN([C@@H](C)CO)C(=O)Cc2cc(NC(=O)Cc3cn(C)c4ccccc34)ccc2O[C@@H]1CN(C)C(=O)Nc1ccc(F)cc1	0[16.7 µM]	1	5	-2	0	-1.8	-2
34	O=c1[nH]snc1N1CCOCC1	-4	0	9	-3	-1	-0.5	-2
35	CCOC(=O)Cc1csc(N/N=C\c2ccccc2OC)n1	14	-2	0	1	-2	2.4	2
36	C[C@@H]1CN([C@@H](C)CO)C(=O)Cc2cc(NS(C)(=O)=O)ccc2O[C@@H]1CN(C)Cc1ccccc1	3[16.7 µM]	-2	1	-3	0	-0.7	-3
37	CCOP(=O)(OCC)C(Cc1ccccc1)N=C(c1ccccc1)c1ccccc1 (configuration not stated)	·	0	1	·	4	-2.7	2
38	CCc1ccc(OCCCC(=O)Nc2ccc(N3CCOCC3)cc2)cc1	2	-2	0	·	1	2.1	5
39	CC(=O)c1nc(-c2ccccc2)sc1C	·	0	0	2	-1	-1.6	-6
40	CCC(=O)N1CC(=O)N2[C@H](C1)[C@H](c1ccc(C#CC3CCCCC3)cc1)[C@@H]2CO	·	-5	2	-1	1	-0.6	8
41	Cc1cc(N2CCOCC2)n2cc(-c3ccc(F)cc3)nc2n1	·	-3	10	-5	-1	0.3	4
42	C[C@H]1CN([C@@H](C)CO)C(=O)CCCn2nncc2CO[C@@H]1CN(C)C(=O)c1ccccc1	-6	-3&1	3&2	-6&1	1&1	4.8&-3.7	10&11
43	N#CC(C(=O)c1ccc(S(=O)(=O)N2CCCCCC2)cc1)c1nc2ccccc2[nH]1 (configuration not stated)	-2	-3	2	·	-1	·	·
44	N#Cc1c(-c2c(Cl)cccc2Cl)noc1/C=C/Nc1ccc(C(=O)O)cc1	·	1	-1	7	1	-5.5	10
45	O=C(NCCc1ccccc1Cl)[C@@H]1CCCN1C(=O)[C@H](Cc1cccnc1)NC(=O)N1CCOCC1	·	4	1	1	3	-2.6	2
46	COC(=O)C[C@@H]1CC[C@@H]2[C@H](COc3ccc(NC(=O)c4ccc(F)cc4)cc3C(=O)N2C)O1	-10[16.7 µM]	-2	0	-2	3	-0.7	2
47	Nn1c(Cc2ccc(F)cc2)n[nH]c1=S	·	0	5	-5	1	-0.5	1
48	COc1ccc(NC(=O)N(C)C[C@@H]2Oc3c(cccc3N(C)C)C(=O)N([C@@H](C)CO)C[C@@H]2C)cc1	-4[16.7 µM]	0	4	-5	1	-0.6	-10

The last 2 records of the section above lead into the next.
No.	SMILES	miR-122 sensor	ERAP1 inh	ERp5 inh	SIRT5 inh	Casp6 inh	F508del corr	DENV2 CPE
47	Nn1c(Cc2ccc(F)cc2)n[nH]c1=S	·	0	5	-5	1	-0.5	1
48	COc1ccc(NC(=O)N(C)C[C@@H]2Oc3c(cccc3N(C)C)C(=O)N([C@@H](C)CO)C[C@@H]2C)cc1	-4[16.7 µM]	0	4	-5	1	-0.6	-10
49	Cc1ccc(S(=O)(=O)N2CCC(NC(=O)OC(C)C)CC2)cc1	·	-1	2	-2	0	-0.7	6
50	O=C(Cc1ccccc1)Nc1ccc(NC(=O)c2cccnc2)cc1	-2	0	-4	7	0	-1.4	-5
51	CCOc1ccc(C(C)=O)cc1COC(=O)c1cccnc1SC	-4	2	0	-3	1	2.5	2
52	Cc1noc(C)c1NC(=O)N(C)C[C@H]1Oc2ccc(NC(=O)Cc3cn(C)c4ccccc34)cc2C(=O)N([C@H](C)CO)C[C@H]1C	-1[16.7 µM]	-6	-2	14	-1	-0.1	-9
53	CCCCn1c(SCC(=O)NC2CCS(=O)(=O)C2)nnc1-c1ccc(OC)cc1 (configuration not stated)	·	-1	4	-5	4	-0.4	-9
54	C[C@@H]1CN([C@@H](C)CO)C(=O)c2cc(-c3cccc(F)c3)cnc2O[C@@H]1CN(C)C(=O)c1cccc(F)c1	-1[16.7 µM]	3	-4	2	4	-0.3	1
55	COc1ccc(OC)c(NC(=O)CCNS(=O)(=O)c2cc(Br)cnc2N)c1	0	-7	3	0	4	-0.2	-4
56	COc1cccc(-c2cnc3c(c2)C(=O)N([C@H](C)CO)C[C@H](C)[C@H](CN(C)Cc2ccncc2)O3)c1	0&-7[16.7 µM]	1&-1	-3&2	1&0	0&0	1.5&1.9	11&15
57	O=C(NCC1CCCO1)c1cc2c(s1)CCCC2 (configuration not stated)	·	1	8	3	0	-11	1
58	COc1cc(/C=C(\C#N)C(=O)NC(C)C)cc(Cl)c1O	1	3	1	5	13	-0.7	3
59	C/C=C/c1ccc([C@H]2[C@@H](CO)N(C(=O)NC3CCCCC3)[C@H]2C#N)cc1	·	4	-1	2	0	-1.0	6
60	COc1ccc(C2CC(c3cccs3)=NN2C(=O)CCl)cc1OC (configuration not stated)	-3	0	4	-5	-2	-2.9	-2
61	CCN(CC)S(=O)(=O)c1ccc(N2CC(C(=O)NCCc3ccc(Cl)cc3)CC2=O)cc1 (configuration not stated)	61	-1	-8	-5	0	0.2	2
62	Cc1ccc(C(=O)Nc2ccccc2N2CCCCC2)o1	·	3	-3	2	6	-2.4	-9
63	CC1CCCC(NC(=O)COC(=O)c2ccc(Cl)nc2)C1C (configuration not stated)	-10	1	-1	-4	0	1.0	?
64	CO[C@H]1CN(C)C(=O)c2cc(NS(=O)(=O)CC(F)(F)F)ccc2OC[C@@H](C)N(C(=O)c2ccc3c(c2)OCO3)C[C@@H]1C	·	1	3	·	-3	-2.3	15
65	COc1ccccc1N1CCN(Cc2ccc(C(=O)O)cc2)CC1	-3	-2	0	-7	1	-0.6	0
66	N#C/C(=C/c1cn(CC(=O)O)c2ccccc12)C(=O)NCc1ccccc1	·	7	-1	-4	2	0.4	·
67	COc1cc(OC)cc(C(=O)NC(C(=O)NNC(=O)c2cc(Cl)ccc2OC)C(C)C)c1 (configuration not stated)	7	-2	-2	-4	-2	0.8	-1
68	C[C@@]12C(=O)N(c3ccc(F)cc3)C(=O)N1[C@@H]1c3ccccc3OC[C@@H]1[C@H]2c1ccccc1	·	0	-8	·	1	-0.9	21*
69	Nn1c(SCC(=O)Nc2ccc(OC(F)F)cc2)nnc1-c1ccco1	2	2	0	-1	3	1.7	-2
70	CCc1ccc(C2=NN(CCC(=O)NC(C)CCc3ccccc3)C(=O)CC2)cc1 (configuration not stated)	-7	·	6	1	-3	1.9	1
